Compound activity deposited in PubChem by Sanford-Burnham Center for Chemical Genomics.
SENP8 block-1 – SENP8 protease inhibition | hit rate 1.2% among 330,000 | Q96LD8 | purified SENP8, Z-RLRGG-aminoluciferin cleavage, luminescence | AID 2540 | inhibition, % at 10 µM; in the data active = inhibition above about 50%
Target sequence (Q96LD8 whole entry, looked up): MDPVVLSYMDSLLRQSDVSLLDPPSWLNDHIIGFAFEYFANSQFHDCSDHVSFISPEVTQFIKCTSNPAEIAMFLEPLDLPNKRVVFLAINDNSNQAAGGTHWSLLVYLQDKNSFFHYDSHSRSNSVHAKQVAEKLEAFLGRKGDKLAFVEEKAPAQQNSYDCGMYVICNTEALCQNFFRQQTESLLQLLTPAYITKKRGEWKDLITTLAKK
SENP1 FRET inh – blocks the human SENP1 SUMO protease catalytic domain | Q9P0U3 | recombinant SENP1 catalytic domain, CyPet-SUMO1-YPet FRET cleavage | inhibition, % at 10 µM | hit rate 0.21% among 360,000;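 active = inhibition at least 30% at 10 µM, raw YFP signal under a set limit, fluorescence ratio 0.5 to 1.5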;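 note: 0% = enzyme with DMSO and 100% = no enzyme wells; some results filed as inactive read as strong as hits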
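Test system: hSENP1 catalytic domain, recombinant; Amount: 20 pM final SENP1 enzyme; Medium: Tris pH 8 buffer plus EDTA, NaCl, BME, BSA, NP40, catalase; Schedule: 50 min enzyme reaction, room temperature, light-protected; Technique: FRET fluorescence in CFP and YFP emission channels; Controls: no-enzyme wells low, DMSO-plus-enzyme wells high control.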
SENP6 inh – inhibitors of human SENP6 protease. AID 2599. hit rate 1.8% among 330,000. inhibition, % at 10 µM. Recombinant SENP6 catalytic domain, aminoluciferin luminescence. Q9GZR1;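 active = inhibition above about 50% at the single tested dose, limit read from the data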;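 note: plate controls were DMSO wells with enzyme for no effect and DMSO wells lacking enzyme for full effect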
Target sequence (Q9GZR1 628-1112 limits assumed): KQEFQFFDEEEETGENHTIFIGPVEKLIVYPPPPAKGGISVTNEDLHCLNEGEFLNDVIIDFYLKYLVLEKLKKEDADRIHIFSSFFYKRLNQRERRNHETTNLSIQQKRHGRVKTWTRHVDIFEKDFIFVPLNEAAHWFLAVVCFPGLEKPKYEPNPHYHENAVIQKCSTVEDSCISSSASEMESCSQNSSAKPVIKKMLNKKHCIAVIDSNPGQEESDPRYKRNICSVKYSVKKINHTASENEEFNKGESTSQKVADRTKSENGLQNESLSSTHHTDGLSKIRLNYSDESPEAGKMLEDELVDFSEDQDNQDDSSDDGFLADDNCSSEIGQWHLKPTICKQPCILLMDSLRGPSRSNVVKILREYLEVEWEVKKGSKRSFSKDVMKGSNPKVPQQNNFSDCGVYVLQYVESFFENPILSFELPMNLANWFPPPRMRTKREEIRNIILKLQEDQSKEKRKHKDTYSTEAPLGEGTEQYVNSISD
Apaf1 inhib – blocks human Apaf-1 apoptosome activity; hit rate 0.71% among 330,000; reconstituted apoptosome caspase-3 activity, DEVD-Rh110 fluorescence; inhibition, % at 20 µM; O14727; active = inhibition of at least 40% at 20 µM;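 note: plate controls were DMSO wells for no effect and DEVD-CHO caspase inhibitor wells for full effect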
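Assay system: Apoptosome proteins | Medium: pH 7.5 Hepes buffer with CHAPS, BSA, DTT | Also added: Cytochrome c and DEVD-Rh110 substrate | Times: 30 min plus 50 min, RT | Detection: Rhodamine 110 fluorescence at Ex 480/Em 540 nm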
PfG6PD inh – PfG6PD (Plasmodium falciparum) enzyme inhibition | hit rate 0.78% among 350,000 | PfGluPho enzyme, NADPH resazurin-diaphorase fluorescence | AID 504690 | inhibition, % at 20 µM;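 active = inhibition reaching at least a set limit at 20 µM in the primary screen, cut at about 59% in these data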;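 note: 0% = DMSO wells with substrate and 100% = DMSO wells lacking glucose-6-phosphate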
SENP7 inh – blocks the human protease SENP7 | Q9BQF6 | recombinant SENP7, Z-RLRGG-aminoluciferin luminescence, 40 min | inhibition, % at 5 µM | hit rate 1.5% among 330,000;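 active = inhibition above about 50% at the single test dose, limit read from the data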;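 note: plate controls were DMSO with enzyme for no effect and no enzyme buffer wells for full effect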
Target sequence (Q9BQF6 706-1050 limits assumed): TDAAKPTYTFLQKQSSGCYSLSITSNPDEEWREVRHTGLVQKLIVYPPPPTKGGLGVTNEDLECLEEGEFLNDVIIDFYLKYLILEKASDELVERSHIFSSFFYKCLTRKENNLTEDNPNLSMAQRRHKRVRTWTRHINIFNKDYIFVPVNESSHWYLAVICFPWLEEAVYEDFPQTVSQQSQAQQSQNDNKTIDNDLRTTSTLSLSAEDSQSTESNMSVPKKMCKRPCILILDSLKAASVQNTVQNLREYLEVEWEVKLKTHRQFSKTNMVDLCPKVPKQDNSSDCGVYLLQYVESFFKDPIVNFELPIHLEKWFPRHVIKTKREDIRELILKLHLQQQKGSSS
NALP3 yeast inh – NALP3 inhibition in yeast. Yeast reconstituted NLRP3/ASC/caspase-1, beta-gal luminescence, 24 h. inhibition, % at 10 µM. hit rate 0.39% among 330,000;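 active = inhibition of 50% or more; inactive = inhibition below 50%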;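 note: plate controls were induced DMSO wells for no effect and uninduced yeast grown without galactose for full effect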
SENP8 block-2 – inhibitors of human SENP8 protease; Q96LD8; hit rate 0.64% among 360,000; AID 602440; inhibition, % at 20 µM; recombinant SENP8, Nedd8 substrate fluorescence; in the data active = inhibition mostly above about 40%, no sharp cut-off; inactive = mostly below about 27%
HKDC1 inhibitor – HKDC1 (human) hexokinase inhibition | hit rate 0.16% among 340,000 | recombinant HKDC1, G6PDH/diaphorase resazurin coupled fluorescence | inhibition, % at 20 µM;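 active = inhibition above about 35% when tested at 20 µM, limit read from the data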;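 note: plate controls were DMSO wells with enzyme for no effect and DMSO wells lacking enzyme for full effect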
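test system = in-house recombinant HK5 (HKDC1) enzyme | amount = HKDC1 at 5 µg/mL | control set = DMSO-enzyme wells negative, buffer-substituted wells positive | compound = one dose of 20 µM, 1% DMSO | schedule = reaction time 90 min, room temperature, protected from light | technique = resorufin fluorescence at 613 nm | reagent = glucose with 1 mM ATP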
Active calls of the source: *; i = inactive; · = no result given.

SMILES	SENP8 block-1	SENP1 FRET inh	SENP6 inh	Apaf1 inhib	PfG6PD inh	SENP7 inh	NALP3 yeast inh	SENP8 block-2	HKDC1 inhibitor
C=CCC1NS(=O)(=O)OC(CCc2ccccc2)C1O (stereo unspecified)	6	0	3	14	1	7	8	15	-1
O=C(COc1ccccc1Cl)Nc1ccc(C(=O)N2CCCCC2)cc1	-9	2	5	-2	-13	-7	18	4	-5
CCN1C(=O)c2cccc3c(Cl)ccc(c23)C1=O	2	-8	1	-8	5	-7	-29	-296	-4
COc1ccc(CNC(=O)CSc2nnnn2-c2ccccc2)cc1	9	3	1	-26	0	3	9	15	-5
C/C(O)=C(\C#N)c1nnc2n1CCCCC2	6	0	-16	-27	27	18	19	11	-11
COC(=O)c1ccsc1NC(=O)CSc1nnnn1Cc1ccccc1	-4	9	-1	-10	0	-8	21	19	-3
COc1ccc2oc(C(=O)OCC(=O)Nc3ccc(N4CCOCC4)cc3)c(C)c2c1	-4	-4	-26	-1	-8	6	6	-126	-3
CCOc1ccc(NC(=O)c2cccnc2C(=O)O)cc1	-3	1	-1	-8	-9	4	4	18	-7
CC[C@]12c3[nH]c4cc(CCC(=O)N(C)C)ccc4c3CCN1C(=O)[C@@H](CC(=O)NCCCn1ccnc1)C[C@@H]2C(=O)N1CCN(C(=O)C2CC2)CC1	·	0	·	26	-9	-2	·	12	2
O=C1CCC/C1=c1\s/c(=C\c2cccnc2)c(=O)n1-c1ccccc1	0	-16	1	-1	7	1	2	-8	-2
COc1ccccc1CNC(=O)C(CC(C)C)NC(=O)C1CCC(C)CC1 (stereo unspecified)	1	1	-3	12	-3	1	-3	18	-2
COc1cc(OC)c(NC(=O)CCNS(=O)(=O)c2cc(Br)cnc2N)cc1Cl	-5	2	-15	7	11	-12	-10	-22	-3
Cc1ccc(C(c2c(C)[nH][nH]c2=O)c2c(C)[nH][nH]c2=O)cc1	-5	4	-3	8	6	4	27	36	-2
O=C(NC1CCCCC1)N(Cc1cc2cc3c(cc2[nH]c1=O)OCCO3)CC1CCCO1 (stereo unspecified)	3	2	0	25	-1	0	15	-302	-6
COCC(=O)Nc1cc(C(=O)NCC(C)C)ccc1Cl	0	2	-7	-17	8	5	10	14	-7
CNC(=O)c1cc(OCC(F)(F)F)ccc1OCC(F)(F)F	3	0	2	-14	0	4	17	-6	1
COc1cccc(-c2nc(N3CC(C)CC(C)C3)c3ccccc3n2)c1O (stereo unspecified)	-5	0	-6	26	28	-6	10	18	7
O=C(CN1CCN(Cc2ccc(F)cc2Cl)C1=O)NCc1cccs1	1	1	6	-17	7	3	3	26	-5
CC12CCC(=O)N1C(C(=O)NNC(=O)COc1ccccc1F)CS2 (stereo unspecified)	2	1	12	-12	15	3	-13	11	-7
O=C(CSc1nc(N2CCCCC2)nc(N2CCCCC2)n1)c1ccccc1	-13	2	-17	27	3	-10	25	14	1
O=C(COC(=O)CCC1CCCC1)Nc1cc(S(=O)(=O)N2CCOCC2)ccc1Cl	2	3	-12	16	12	-5	-11	21	-1
Cc1ccc(C2CC(=O)NC(SCC(=O)Nc3nccs3)=C2C#N)cc1 (stereo unspecified)	-5	3	-25	17	-18	-8	16	-4	7
COc1ccc(NC(=O)N(C)C[C@H]2Oc3c(NS(=O)(=O)c4cn(C)cn4)cccc3C(=O)N([C@H](C)CO)C[C@@H]2C)cc1	8	-1	0	-3	8	9	15	-3	3
COCCn1c(C)cc(C(=O)Cn2nc(C(=O)O)c3ccccc3c2=O)c1C	1	1	12	-3	-4	0	16	0	-8
COc1ccc2sc(-c3ccc(SC)cc3)c(/C=C/c3ccc(OC)c(OC)c3)c2c1	11	-10	-3	7	10	6	8	i	-1

Filtered by structure, those above containing fluorine (3)
SMILES	SENP8 block-1	SENP1 FRET inh	SENP6 inh	Apaf1 inhib	PfG6PD inh	SENP7 inh	NALP3 yeast inh	SENP8 block-2	HKDC1 inhibitor
CNC(=O)c1cc(OCC(F)(F)F)ccc1OCC(F)(F)F	3	0	2	-14	0	4	17	-6	1
O=C(CN1CCN(Cc2ccc(F)cc2Cl)C1=O)NCc1cccs1	1	1	6	-17	7	3	3	26	-5
CC12CCC(=O)N1C(C(=O)NNC(=O)COc1ccccc1F)CS2 (stereo unspecified)	2	1	12	-12	15	3	-13	11	-7

The listing picks up, starting two compounds before the break.
SMILES	SENP8 block-1	SENP1 FRET inh	SENP6 inh	Apaf1 inhib	PfG6PD inh	SENP7 inh	NALP3 yeast inh	SENP8 block-2	HKDC1 inhibitor
COCCn1c(C)cc(C(=O)Cn2nc(C(=O)O)c3ccccc3c2=O)c1C	1	1	12	-3	-4	0	16	0	-8
COc1ccc2sc(-c3ccc(SC)cc3)c(/C=C/c3ccc(OC)c(OC)c3)c2c1	11	-10	-3	7	10	6	8	i	-1
Nc1nnc(SCc2c(F)cccc2Cl)s1	4	2	13	-3	-5	1	27	15	0
COC(=O)c1cnc(SCc2ccc(C)cc2)n1C	-2	0	-1	5	9	-11	18	0	20
Cc1ccc2occ(C(c3nnnn3C3CCCC3)N3CCN(C(=O)c4ccco4)CC3)c(=O)c2c1 (stereo unspecified)	-7	4	-11	18	-7	-10	20	4	-7
O=C(N/N=C/c1ccc(N2CCOCC2)cc1)c1ccccc1OCCOc1ccccc1	4	-36	-11	39	-1	9	5	-404	-5
CN1CCC(NC(=O)c2ccncc2)CC1	2	0	4	-1	3	-4	11	10	-5
COc1ccc(-n2c(=O)c3c4c(sc3n(CC(=O)NCC3CCCO3)c2=O)CCCC4)c(OC)c1 (stereo unspecified)	-10	0	12	-2	-1	-6	-4	17	-2
COc1ccc(C(CNC(=O)c2ccco2)N2CCCCC2)cc1 (stereo unspecified)	3	2	10	17	-4	7	18	0	-13
CC(C)[C@H](NC(=O)c1ccc(Cl)c([N+](=O)[O-])c1)C(=O)O	1	1	27	-24	3	3	-7	12	-4
S=c1[nH]nc(Cc2ccc(Br)cc2)n1/N=C/c1ccc(Cl)cc1	1	-1	-15	17	53	-2	35	19	-11
Cc1ccc(C(=O)Nc2cc(C(C)C)c(O)c(C(C)C)c2)cc1	-6	1	-7	6	26	4	26	10	19
O=C(NCC(c1ccc(F)cc1)N1CCOCC1)c1ccco1 (stereo unspecified)	-6	1	3	-6	5	1	21	-10	0
Cc1cc(NC(=O)c2ccc(C)o2)no1	-7	0	-22	14	-1	3	20	6	-2
CC(C(=O)NCC1(c2ccccc2)CCCC1)N1CCOCC1 (stereo unspecified)	-4	2	-6	-1	-6	-5	-4	7	-5
O=S(=O)(c1ccc(Cl)cc1)N1CCN(Cc2ccncc2)CC1	-10	1	-12	5	0	-5	14	-307	-4
COc1ccccc1NS(=O)(=O)c1cc(C(=O)N2CC(C)CC(C)C2)ccc1C (stereo unspecified)	-1	0	-5	19	-10	-4	-5	8	8
COc1ccc([N+](=O)[O-])cc1NC(=O)COC(=O)C1CC1	-4	1	-13	-9	11	-17	5	16	-4
CCOc1ccc(C2/C(=C(\O)c3ccc4c(c3)OCCO4)C(=O)C(=O)N2CCCN2CCOCC2)cc1 (stereo unspecified)	-12	-3	3	2	-13	16	1	3	-5
O=S(=O)(c1ccc(Br)s1)N1CCN(c2ccccn2)CC1	0	1	-10	4	-3	3	25	6	14
O=C(Nc1ccc(S(=O)(=O)N2CCOCC2)cc1)c1ccco1	-6	1	-13	5	9	4	7	12	-3
COc1ccc(-n2c(SCCC(=O)O)nnc2-c2ccncc2)cc1	3	1	-19	-16	-1	2	-11	21	-7
COc1ccccc1N1CCN(C(=O)CCC(=O)O)CC1	-6	0	-13	-10	-20	-4	7	13	0
O=C(CC(=O)c1ccccc1)Nc1cc([N+](=O)[O-])ccc1Cl	-17	1	15	-13	0	1	15	10	-8
CC(=O)Oc1cc2cccc(OC(C)=O)c(=O)c2c(OC(C)=O)c1OC(C)=O	1	4	17	1	4	-5	24	44*	2
C[C@H](NC(N)=O)C(=O)Nc1ccc(OCc2ccccc2)cc1	-15	2	-8	2	7	-2	19	6	4
COC(=O)c1ccc(NC(=O)COc2ccc(C3C(C#N)=C(N)Oc4c3ccc3ccccc43)cc2OC)cc1 (stereo unspecified)	-10	4	-8	8	1	-7	6	-124	0
SMILES	SENP8 block-1	SENP1 FRET inh	SENP6 inh	Apaf1 inhib	PfG6PD inh	SENP7 inh	NALP3 yeast inh	SENP8 block-2	HKDC1 inhibitor
CC(=O)Nc1ccc(S(=O)(=O)NC(C(=O)O)C(C)C)cc1 (stereo unspecified)	-1	1	-4	-17	-9	-10	19	8	5
Cc1ccc(S(=O)(=O)N2CCN(C(=O)CN3CCCCC3)C2)cc1	3	2	5	1	2	7	4	5	2
O=c1[nH]cccc1-c1nc2ccccc2[nH]1	-10	-17	-39	0	3	1	25	-310	-3
COc1cccc(/C=N/NC(=O)C(C)n2nc(C)c([N+](=O)[O-])c2C)c1O (stereo unspecified)	13	2	11	0	-5	2	8	-7	-31
CC(=O)N1CCCc2cc(S(=O)(=O)N(C)CCC#N)ccc21	-6	1	-6	-2	8	0	4	18	-4
COc1ccccc1CCC(=O)OCC(=O)NC1CCCC1	2	2	2	1	10	-12	7	8	-5
COC(=O)c1cccc(NC(=O)CSc2nncn2-c2ccccn2)c1	-2	-3	5	0	4	2	13	11	2
CCCn1c(N)c(Sc2ccc(C)cc2)c(=O)n(CCC)c1=O	-4	-1	-3	5	5	-10	12	-2	7
CCc1cccc(NC(=O)CCNS(=O)(=O)c2ccc3c(c2)oc(=O)n3C)c1	-1	3	7	-1	-17	1	8	3	-3
CCOC(=O)CCCNC(=O)c1cncc(O)c1	-5	2	-6	-2	-1	2	-1	-72	1
CCCc1cc(=O)oc2cc(C)cc(OCC(=O)NCCCn3ccnc3)c12	-6	0	-13	7	2	6	13	-254	-3
CCC(=O)N(C)/C=C1\Sc2ccccc2C1=O	-17	-102	-7	-6	-7	-4	21	-134	4
CSCCC(NC(=O)c1ccccc1Br)C(=O)N1CCC(C)CC1 (stereo unspecified)	5	5	-6	-12	10	-5	18	16	-1
COC(=O)C(C)N(C(=O)c1cccc(Cl)c1)c1c(C)cccc1C (stereo unspecified)	-2	2	-2	-4	14	4	-23	21	-9
O=C(NCc1ccccc1)c1nc[nH]c1C(=O)N1CCc2ccccc2C1	0	-35	-10	9	0	8	13	-48	4
C=CCn1c(SCc2ccc(C#N)cc2)nnc1-c1ccc(C)cc1	-12	-2	-14	3	15	-10	-3	3	16
O=C(NC1CC1)c1ccc(CS(=O)c2ccccc2)o1 (stereo unspecified)	1	1	9	-97	2	6	0	3	-10
Cc1cc(C)n(/N=C/c2ccco2)c(=O)c1C#N	-2	3	-17	-1	5	3	11	-6	-12
c1ccc2c(C[n+]3csc4ccccc43)cccc2c1	7	-3	1	10	40	3	19	-18	-12
Cc1onc(-c2c(Cl)cccc2Cl)c1C(=O)NCc1cccs1	2	-2	15	-1	-4	-6	16	20	-8
C1CCc2c(nc3nnnn3c2NCC2CC2)C1	-8	2	-5	5	1	-5	-9	13	-3
CCC(=O)N1c2ccccc2NC2=C(C(=O)CCC2)C1c1ccco1 (stereo unspecified)	-6	1	-7	-4	-19	-14	3	-10	-3
COc1cc(NC(C(=O)Nc2cccc(C(C)=O)c2)c2ccccc2)cc(OC)c1OC (stereo unspecified)	8	3	5	-2	14	2	25	6	3
N#Cc1cc(Sc2ccccn2)c(Sc2ccccn2)cc1C#N	3	1	-10	-5	23	0	-1	1	1
